Screening results (PubChem)
DT40 TDP1 no CPT: qHTS for Inhibitors of human tyrosyl-DNA phosphodiesterase 1 (TDP1): qHTS in cells in absence of CPT; DT40 Tdp1-/- hTDP1 cells, no CPT, ATP luminescence, 48 h; Potency, µM (doses to about 46.2 µM), inactives show at the top dose activity change, negative = growth inhibition, hits mostly inhibitors; 15% of 420,000 active; note: nearly all actives have a fitted effect of over 55% in size
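Luminescent ATP content (CellTiter-Glo) served as the growth readout. Knockout chicken DT40 cells expressing human TDP1 were exposed to compounds without camptothecin for a minimum 48 hr at 37 °C.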
GCN5L2 inh: qHTS Assay for Inhibitors of GCN5L2; Histone acetyltransferase KAT2A (Homo sapiens), Q92830; GCN5L2 HAT assay, ThioGlo1 CoA-SH fluorescence; Potency, µM (series often up to 58.9 µM), for the others: top-dose activity change, negative = inhibition, usual class: inhibitors; 0.21% of 390,000 active; AID 504327, 2011
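ThioGlo1-coupled HAT assay: 20nM GCN5L2, 70uM acetyl-CoA, 75uM H3(1-25) peptide, pH 7.5. Fluorescence read at 340/540nm at start and after 20 min at room temperature.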
TDP1 inh: qHTS Assay for Inhibitors of Tyrosyl-DNA Phosphodiesterase (TDP1); recombinant TDP1, AlphaScreen DNA substrate cleavage; Potency, µM (series often up to 130 µM), for inactives: at the top dose activity change, negative = inhibition, most hits filed as inhibitors; 0.28% of 350,000 active; AID 485290, 2010; note: nearly all actives have a fitted effect of over 40% in size
Target sequence (Q9NUW8 whole entry, looked up): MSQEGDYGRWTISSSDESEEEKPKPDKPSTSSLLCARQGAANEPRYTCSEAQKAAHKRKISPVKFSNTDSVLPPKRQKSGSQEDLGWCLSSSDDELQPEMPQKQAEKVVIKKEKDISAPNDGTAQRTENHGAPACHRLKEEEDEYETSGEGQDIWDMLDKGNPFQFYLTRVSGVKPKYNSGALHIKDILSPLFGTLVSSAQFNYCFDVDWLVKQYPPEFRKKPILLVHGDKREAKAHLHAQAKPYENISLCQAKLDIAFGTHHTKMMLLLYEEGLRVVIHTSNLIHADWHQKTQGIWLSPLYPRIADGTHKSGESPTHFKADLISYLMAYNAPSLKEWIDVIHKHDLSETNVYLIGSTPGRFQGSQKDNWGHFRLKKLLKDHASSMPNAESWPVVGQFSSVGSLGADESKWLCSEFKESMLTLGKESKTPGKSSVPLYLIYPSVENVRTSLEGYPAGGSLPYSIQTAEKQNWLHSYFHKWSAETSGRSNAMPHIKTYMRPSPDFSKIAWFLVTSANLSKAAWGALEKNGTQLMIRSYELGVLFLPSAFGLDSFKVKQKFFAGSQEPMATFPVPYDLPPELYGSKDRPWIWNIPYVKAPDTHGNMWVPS
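Signal: AlphaScreen proximity between streptavidin donor and anti-FITC acceptor beads on intact substrate. Reaction: Tdp1 1 nM, substrate 15 nM final, 5 min RT after 15 min compound preincubation.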
* marks the source's active call; other numbers are inactive results; ? = inconclusive; . = not tested or not shown; & = joins results of further samples; [ ] = dose if it differs, or a comment. Calls come from the whole dose curve; as a rule, active = well fitted curve in the direction sought with a large enough effect; inconclusive = small, poorly fitted or top-dose-only effect, or another doubt; inactive = no such curve, though single readings can be large; an effect the other way counts as inactive or inconclusive. % is set by controls: 0 for no effect and ±100 for the full control effect; potency is the fitted concentration of half-maximal effect.

SMILES | DT40 TDP1 no CPT | GCN5L2 inh | TDP1 inh
Cc1ccccc1NC(=O)COc1ccc2oc(=O)cc(C)c2c1 | ? | -13% | -6%
O=C(COc1ccccc1F)Nc1ccc2nc(SCC(=O)N3CCCC3)sc2c1 | 13µM* | -15% | 5%
CCCc1[nH][nH]c(=O)c1C(c1ccc(Cl)cc1)C(C#N)C#N (centres undefined) | -23% | -6% | 3%
C[C@H](NC(=O)c1[nH]cnc1C(=O)Nc1ccon1)c1ccccc1 | ? | 4% | 1%
O=S(=O)(c1cccs1)N1CCN(c2cccc(Cl)c2)CC1 | -28% | -6% | .
CCCC(CCC)C(=O)Nc1cccc(-c2nc3cccnc3s2)c1C | -14% | -16% | 3%
CC(C)c1ccc(C2=NC(c3ccncc3)=Nc3ccc(F)cc3N2)cc1 | ? | -7% | 9%
CCOC(=O)C1CCN(c2c(NCCCN(C)C3CCCCC3)c(=O)c2=O)CC1 | 4% | 0% | 3%
CC1CCCN(S(=O)(=O)c2coc(C(N)=O)c2)C1 (centres undefined) | -14% | -3% | 3%
CC(C)Cn1c(SCC(=O)N2CCOCC2)nc2ccccc2c1=O | 14% | -7% | 2%
Clc1ccccc1-c1nc(NCCN2CCOCC2)c2ccccc2n1 | -20% | -19% | .
CC(=O)Nc1ccc(C)cc1 | -6% | -30% | 0%&16%
COc1ccc(-c2cn3cccnc3n2)cc1NC(=O)c1c(F)cccc1F | 26µM* | -14% | 1%
CCCc1ncc(CN2CCCC(C(=O)Nc3ccc(-c4cccc(OC)c4)cc3)C2)cn1 (centres undefined) | ? | -9% | 10%
COc1cc(-c2nc3ccc(C)cn3c2Nc2ccc(Cl)cc2)ccc1O | 18µM* | -12% | 10%
CCCn1cnc2sc(C(N)=O)c(C)c2c1=O | -4% | -1% | 3%
O=C(CSc1nnc(-c2ccc(Cl)cc2)n1-c1ccc(Cl)cc1)N/N=C/c1ccccc1C(=O)O | 3% | 0% | 1%
Cc1cc(=O)n(Cc2c(F)cccc2Cl)c2c1c(C)nn2C | -25% | -7% | 2%
Cc1ccccc1OCc1n[nH]c(=S)n1Cc1ccccc1 | -30% | -5% | 8%
CCN1CCN(c2nc3c(C)cccn3c(=O)c2C=C(C#N)C#N)CC1 | 0% | -9% | .
COc1ccc(C2(C(=O)NCCc3ccccc3)CCCC2)cc1OC | 21% | -25% | .
Cc1ccc(C23CC4CC(CC(NC(=O)NN)(C4)C2)C3)cc1 | ? | -12% | 4%
Cc1c(C)c2ccc(OCC(=O)NCCN3CCOCC3)c(C)c2oc1=O | 2% | -5% | -5%
Cc1ccc(S(=O)(=O)Nc2cccc(C(=O)Nc3cc(C)ccn3)c2)cc1 | . | -4% | 7%
CN1CCN(c2nc3ccccn3c(=O)c2/C=C(\C#N)S(=O)(=O)c2ccc(Cl)cc2)CC1 | -5% | -5% | 0%
CCSc1nnc(NC(=O)C(C)(C(F)(F)F)C(F)(F)F)s1 | 18µM* | 0% | 7%
CCOc1ccc(OCC)c(NC(=O)c2cc(C)nc3c2c(C)nn3-c2cccc(Cl)c2C)c1 | ? | 0% | 3%
Cc1nnc(NC(=O)CSc2nnc(C)c(=O)n2N)s1 | 7% | -2% | 0%
CCS(=O)(=O)n1nc(-c2ccco2)nc1N | -13% | 43%[activator] | 0%
O=C(/C=C/c1ccc(Cl)cc1Cl)OCC(=O)N1CCCC1 | -21% | -6% | 0%
Cc1ccc(S(=O)(=O)NC(Cc2ccc(Cl)cc2)C(=O)O)cc1 (centres undefined) | -8% | 4% | .
Cc1cccc(NC(=O)CSCC(=O)OCc2ccccn2)c1 | 0% | 1% | 0%[0.505 µM]
O=C(Nc1ncccc1O)c1cccc(S(=O)(=O)N2CCN(c3ccc(F)cc3)CC2)c1 | ? | -10% | 1%
COc1cc(/C=N/NC(=O)C2CC(=O)N(c3ccc(C)cc3)C2)cc(OC)c1OC (centres undefined) | -22% | -8% | 0%
CN(CCc1ccccn1)C(=O)CCC1CCCN(C(=O)c2cscn2)C1 (centres undefined) | -9% | -3% | .
Cc1cc(C)c(C2C3=C(Nc4c2c(C)nn4-c2ccccn2)c2ccccc2C3=O)c(C)c1 (centres undefined) | 8.2µM* | 0% | 6%
COc1cc(NC(=S)NCc2cccs2)cc(OC)c1 | ? | -1% | 0%
COc1ccc(-c2cn3c(C)c(C(=O)NCCN4CCOCC4)sc3n2)cc1 | ? | -10% | 6%
CCc1nnc(SCC(=O)N2CCCc3ccccc32)nc1CC | -29% | 2% | 6%
Cc1ccc(C(CC(=O)N2CCNCC2)c2ccccc2)c(O)c1C (centres undefined) | ? | -3% | .
Cc1cc(NC(=O)CCC(=O)N(CC(=O)NC2CCCC2)Cc2ccco2)no1 | -9% | 0% | 7%
CCN1CCc2c(OCC(=O)Nc3cccc(C)c3)cccc2C1=O | ? | -2% | -1%
CCCCOc1ccc(C(=O)N/C(=C/c2cccc([N+](=O)[O-])c2)C(=O)O)cc1 | -26% | -5% | 2%
N#CCC(=O)Nc1ccc(C(=O)NCCc2c[nH]c3ccccc23)cc1 | -21% | 0% | .
CCn1c(=O)c2ccccc2n2c(SCC(=O)N3CCCc4ccccc43)nnc12 | -17% | -7% | 0%
COc1ccc(-c2cc3c(=O)n(CC(=O)NCc4ccccc4F)ncn3n2)cc1 | -23% | 3% | .
COc1cc(/C=C(/C#N)c2nc3ccccc3[nH]2)ccc1OCC(=O)Nc1ccccc1C | 6.5µM* | 25% | 1%
Cc1cn(S(=O)(=O)c2ccc(Cl)cc2)c(C)n1 | 4% | -4% | 2%
Cc1cccc(NC(=O)CSc2cn(CC(=O)N3CCCCCC3)c3ccccc23)c1 | -29% | 1% | 5%
O=C(c1c[nH]c2ccc(F)cc2c1=O)N1CCCCCC1 | -4% | 0% | -8%
Next section
SMILES | DT40 TDP1 no CPT | GCN5L2 inh | TDP1 inh
CC(/C=N/NC(=O)c1cc(-c2ccc(Cl)cc2)nc2ccccc12)=C\c1ccco1 | 3.3µM* | -11% | 8%
COc1cc2[nH]c(=O)n(Cc3ccc(C(=O)NCCCN4CCC(C)CC4)cc3)c(=O)c2cc1OC | -5% | -6%[0.501 µM] | 1%
Cc1ccc(NC(=O)[C@H](Cc2ccccc2)NC(=O)C2CCNCC2)cc1 | ? | -3% | 1%
CCC(=O)C1=C(c2cccc(OC)c2)N(C(=O)CC)n2c(nnc2C2CCCCC2)S1 | 12µM* | 2% | 0%
CCOc1ccc(C(C)NC(=S)NC2CCCCC2)cc1 (centres undefined) | ? | -9% | 5%
COc1cccc(N2CCN(C(=O)c3cc4c(=O)n(Cc5cccs5)ccc4nc3C)CC2)c1 | ? | 1% | 2%
CCOC(=O)c1c(N2C(=O)C3CC(C)=C(C)CC3C2=O)sc(C)c1C (centres undefined) | -8% | -10% | 0%
CCn1c(-c2cccnc2Cl)nc2cc(C)c(C)cc21 | ? | -5% | 5%
CS(=O)(=O)N1CCN(c2ccc([N+](=O)[O-])c3cccnc23)CC1 | 3% | -5% | 4%
C[C@@H]1CN([C@H](C)CO)C(=O)c2cc(NC(=O)C3CCCCC3)ccc2O[C@@H]1CN(C)Cc1ccncc1 | -19% | -3% | 0%

Given as comma-separated lines: part of the list above
SMILES,DT40 TDP1 no CPT,GCN5L2 inh,TDP1 inh
CCOc1ccc(OCC)c(NC(=O)c2cc(C)nc3c2c(C)nn3-c2cccc(Cl)c2C)c1,?,0%,3%
O=C(c1c[nH]c2ccc(F)cc2c1=O)N1CCCCCC1,-4%,0%,-8%

(further entries)
SMILES | DT40 TDP1 no CPT | GCN5L2 inh | TDP1 inh
Cc1c(Cl)cccc1NC(=S)/C(=C(\[O-])c1ccc(Cl)s1)[n+]1ccccc1 | -23% | -2% | 6%
COc1ccc2c(c1O)-c1ccccc1CCN(C)C2 | -4% | 2% | 0%
CC(C)C[C@H]1CN=C(Nc2ccccc2)N1CC(C)C | -24% | -17% | -3%
CCc1nnc(NC(=O)CSc2nnc(C3CCCCC3)n2-c2ccccc2)s1 | -29% | -2% | 4%
CC(C)(C)c1ccc(N2C(=N)SCC2=O)cc1 | ? | -4% | .
Cn1c(CNC(=O)CNC(=O)Cc2ccc(F)cc2)cc(=O)n(C)c1=O | 11% | -2% | 1%
COc1ccc(NC(=O)NC23CC4(C)CC(C)(CC(C)(C4)C2)C3)cc1 | ? | 1% | -4%
CCOc1ccccc1NC(=O)C1CCC(CNS(=O)(=O)c2ccc3c(c2)CCCC(=O)N3)CC1 (centres undefined) | 23µM* | -11% | 0%
CCOC(=O)c1[nH]c2ccc(F)cc2c1NC(=O)CCN1CCOCC1 | 13% | -4% | 3%
CCn1c(=O)cc(OCC(=O)NCc2ccco2)c2ccccc21 | -19% | 0% | ?

Compound profiles, from the list above. Order of screens: DT40 TDP1 no CPT	GCN5L2 inh	TDP1 inh
`Cn1c(CNC(=O)CNC(=O)Cc2ccc(F)cc2)cc(=O)n(C)c1=O` as listed: 11%	-2%	1%
`CCn1c(=O)cc(OCC(=O)NCc2ccco2)c2ccccc21` as listed: -19%	0%	?
`Cc1c(Cl)cccc1NC(=S)/C(=C(\[O-])c1ccc(Cl)s1)[n+]1ccccc1` as listed: -23%	-2%	6%
`COc1ccc2c(c1O)-c1ccccc1CCN(C)C2` as listed: -4%	2%	0%
`CC(C)(C)c1ccc(N2C(=N)SCC2=O)cc1` as listed: ?	-4%	.

(more compounds)
SMILES | DT40 TDP1 no CPT | GCN5L2 inh | TDP1 inh
CC1(C)Cc2c(c(-c3ccco3)[nH]c(=O)c2C#N)CO1 | 6% | -8% | 6%
N#C/C(=C\c1cccnc1)C(=O)Nc1cccc2ccccc12 | ? | -2% | -3%
CC(=O)c1ccccc1C(=O)NCc1cccnc1 | -29% | -2% | 3%
O=S(=O)(c1cccc(-c2n[nH]c(=S)n2-c2cccc(C(F)(F)F)c2)c1)N1CCOCC1 | 9% | -1% | .
CSc1cccc(NC(=O)CN(C)S(=O)(=O)c2cnc[nH]2)c1 | 1% | 4% | -4%
CCc1ccc(-n2nc3cc(C)c(N)cc3n2)cc1 | -2% | -9% | 2%
CC(=O)c1ccc(Nc2cc(C)nc3c(C)cc(C)cc23)cc1 | 4.6µM* | -6% | -10%
CC1CCCCN1C(=O)CN1CCC(c2nc3ccc(Cl)cc3[nH]2)CC1 (centres undefined) | 23µM* | -20% | 1%
Cc1cc(C(=O)Nc2ccc(Cl)cc2)c2c(C)nn(-c3ccccc3)c2n1 | ? | 1% | 1%
CC(=O)N(C)C1(c2nnnn2CCOC(=O)Nc2ccc(Cl)cc2)CCCCC1 | -16% | 2% | -1%

Among those listed so far, these contain a CF3 group.
SMILES | DT40 TDP1 no CPT | GCN5L2 inh | TDP1 inh
CCSc1nnc(NC(=O)C(C)(C(F)(F)F)C(F)(F)F)s1 | 18µM* | 0% | 7%
O=S(=O)(c1cccc(-c2n[nH]c(=S)n2-c2cccc(C(F)(F)F)c2)c1)N1CCOCC1 | 9% | -1% | .

(further entries)
SMILES | DT40 TDP1 no CPT | GCN5L2 inh | TDP1 inh
Clc1ccc(C2=NNC(=NCc3ccccc3)SC2)cc1 | ? | -10% | -2%
COc1cc(OC)c(NC(=O)C2=C(C)C(=O)OC23CCCCCC3)cc1Cl | ? | -11% | -1%
COc1ccc(S(=O)(=O)Nc2ccc(F)cc2F)cc1C(=O)N1CCOCC1 | -1% | -2% | 9%
CCN(CCCNC(=O)C1CCN(S(=O)(=O)CC)CC1)c1ccccc1 | -21% | 2% | -2%
Cc1cc(C)cc(NC(=O)CSc2ccccc2)c1 | -22% | -5% | -9%
CSc1ccccc1NC(=O)CN(C)Cc1ccc(Br)cc1 | ? | -6% | -1%
O=C(Nc1ccc(F)cc1)N(CCCN1CCOCC1)Cc1cc2cc3c(cc2[nH]c1=O)OCO3 | ? | -3% | 8%
NS(=O)(=O)c1ccc(NC(=S)Nc2nn(Cc3ccc(Cl)cc3Cl)cc2Cl)cc1 | ? | 2% | 6%
COc1ccc(Nc2nc(-c3sc(C)nc3C)cs2)cc1 | 1.2µM* | -3% | .
Cc1c(NC(=O)C(C)OC(=O)c2nc(Cl)ccc2Cl)c(=O)n(-c2ccccc2)n1C (centres undefined) | 2% | -5% | 5%
CN(C)S(=O)(=O)c1cccc(NC(=O)COC(=O)COc2ccc(Br)cc2)c1 | ? | -9% | .
CCC(C)NC(=O)c1cn(-c2cccc(OC)c2)c(=O)c2ccccc12 (centres undefined) | 8% | -1% | .
CCCc1nc2c(c(=O)c3ccccc3n2C)c(=O)n1C1CCCCCC1 | 16µM* | 28% | -1%
COc1ccc(NC(=O)CC2C(=O)N(C)C(=S)N2Cc2cccs2)cc1 (centres undefined) | -24% | -1% | 3%
CC(C)(C)C(=O)Nc1ccc(NC(=O)C(C)(C)C)cc1 | 31%[activator] | -9% | 1%
CCOc1ccc(C2CC(=O)c3c([nH]c(C(=O)OCc4ccccc4)c3C)C2)cc1 (centres undefined) | 13µM* | -18% | 2%
COc1ccc(NC(=S)Nc2cccc(C)n2)cc1 | ? | -5% | 2%

Some of the compounds tested; the hit share may differ from the screen's.
